# Source: PubChem
# A350 autofl = compounds fluorescent in Alexa 350 spectral region; Compound autofluorescence, 340/450 nm, Alexa 350 dye-equivalents; active compounds read high; max dye-equivalent concentration, M; hit rate 11% among 59,000; AID 590; in the data active = max dye-equivalent concentration above about 10 nM; inconclusive = mostly about 1.1 nM to 9.6 nM
# Luciferase inh = blocks Photinus pyralis firefly luciferase activity; P08659; purified firefly luciferase, luminescence, 8 min; Potency, µM (doses to about 57.1 µM), for the others: at the top dose activity change, negative = inhibition, most hits filed as inhibitors; hit rate 2.2% among 72,000; AID 411; active = well fitted inhibition curve with a large enough effect; inconclusive = small, poorly fitted or top-dose-only effect; also: potency is read from the fitted curve at half-maximal effect; % is scaled to controls: 0 for no effect and ±100 for the full control effect; nearly all actives have a fitted effect of over 40% in size
# Target sequence (P08659 whole entry, looked up): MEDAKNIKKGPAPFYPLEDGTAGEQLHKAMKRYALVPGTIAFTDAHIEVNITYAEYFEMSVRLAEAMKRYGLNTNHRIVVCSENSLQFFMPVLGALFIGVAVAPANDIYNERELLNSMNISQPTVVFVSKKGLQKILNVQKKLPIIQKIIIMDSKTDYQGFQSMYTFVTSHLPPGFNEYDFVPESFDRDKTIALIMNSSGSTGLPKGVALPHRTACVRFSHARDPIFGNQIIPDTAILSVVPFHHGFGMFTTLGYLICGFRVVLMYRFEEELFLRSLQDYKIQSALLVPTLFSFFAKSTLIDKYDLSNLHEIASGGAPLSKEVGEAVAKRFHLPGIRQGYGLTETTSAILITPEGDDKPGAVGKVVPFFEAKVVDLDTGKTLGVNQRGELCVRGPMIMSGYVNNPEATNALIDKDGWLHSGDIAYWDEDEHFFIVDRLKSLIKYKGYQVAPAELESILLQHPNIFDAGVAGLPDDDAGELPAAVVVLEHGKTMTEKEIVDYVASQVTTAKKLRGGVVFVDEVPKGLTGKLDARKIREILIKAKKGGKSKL
#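 Here, luciferase activity is measured as luminescence following an 8 min room-temperature reaction at 10 uM ATP, pH 7.2. Every library sample is titrated.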
# Starred values were filed as active, the others as inactive; i = inactive; ? = inconclusive; . = not tested or not shown; [ ] = dose if it differs, or a comment. These rows are one share of the data; the hit share may differ from the screen's.
SMILES,A350 autofl,Luciferase inh
O=C(COc1ccc(Cl)cc1)Nc1ccccc1CO,i,.
CCSc1nnc(N(CCC(=O)O)CCC(=O)O)s1,i,1%[25.5 µM]
COc1cc(C)nc(Oc2ccc(=O)n(C)n2)n1,i,1%[25.5 µM]
C=CCc1cccc(/C=N/c2ncn[nH]2)c1O,i,0%[25.5 µM]
CCc1cc2c(=O)c(-c3cscn3)coc2cc1O,6.1e-08M*,-10%[25.5 µM]
Cn1c(O)c(C=Nc2ccc(Cc3ccncc3)cc2)c(=O)n(C)c1=O,?,0%[25.5 µM]
C=COC(=O)CSc1nc(-c2cccs2)ccc1C#N,1.1e-07M*,-22%[25.5 µM]
O=C1c2ccccc2C(=O)N1CC1c2ccccc2CCN1C(=O)N1CCOCC1 (stereo not drawn),1.7e-07M*,1%[25.5 µM]
CCN(CC)CCN1C(=O)C(O)=C(C(=O)c2ccco2)C1c1ccccn1 (stereo not drawn),?,-1%[25.5 µM]
O=C1OC(Nc2ccc(Br)cc2F)c2ccccc21 (stereo not drawn),i,1%[25.5 µM]
COc1ccc(Cn2c(=O)c3c(nc(NCCO)n3C)n(C)c2=O)cc1,i,-3%[25.5 µM]
COc1ccc(C2CC(C(F)(F)F)n3ncc(C(=O)NCC4CCCO4)c3N2)cc1OC (stereo not drawn),i,1%[25.5 µM]

# Entries of single compounds, looked up by structure.
# Results for `O=C1OC(Nc2ccc(Br)cc2F)c2ccccc21` (stereo not drawn) → A350 autofl = i; Luciferase inh = 1%[25.5 µM]
# Results for `COc1ccc(C2CC(C(F)(F)F)n3ncc(C(=O)NCC4CCCO4)c3N2)cc1OC` (stereo not drawn) → A350 autofl = i; Luciferase inh = 1%[25.5 µM]
# Results for `COc1ccc(Cn2c(=O)c3c(nc(NCCO)n3C)n(C)c2=O)cc1` → A350 autofl = i; Luciferase inh = -3%[25.5 µM]

# Going on with the list:
SMILES,A350 autofl,Luciferase inh
Cn1c(=O)c2c(nc(NCc3ccc4c(c3)OCO4)n2Cc2ccccc2)n(C)c1=O,i,0%[25.5 µM]
CC(C)(C)c1cc(-c2ccco2)c(C#N)c(SCC#N)n1,2.2e-08M*,2%[25.5 µM]
CN(C)c1ccc(-c2nn3c(-c4ccc(Cl)cc4)nnc3s2)cc1,2.4e-08M*,3%[25.5 µM]
O=C(C1=C(O)C(=O)N(CCCN2CCOCC2)C1c1ccccn1)c1cccs1 (stereo not drawn),i,2%[25.5 µM]
CCCOc1cccc(C2/C(=C(/O)c3ccc(F)cc3)C(=O)C(=O)N2CCN(C)C)c1 (stereo not drawn),i,1%[25.5 µM]
CCOC(=O)C(C)c1nc2ccccc2[nH]c1=O (stereo not drawn),1.1e-07M*,1%[25.5 µM]
CNc1ccccc1-c1nc2ccccc2n(C)c1=O,?,1%[25.5 µM]
OC1(C2(O)CC(c3ccccc3)ON2)CCCCC1 (stereo not drawn),i,0%[25.5 µM]
CCOC(=O)c1ccc(CSc2ncn[nH]2)o1,i,0%[25.5 µM]
O=C1CCC(=O)N1c1nc2n(n1)C(c1ccccc1)C=C(c1ccc(Br)cc1)N2 (stereo not drawn),?,0%[25.5 µM]
O=C(Nc1ccc(Cl)cn1)C1CCCN1S(=O)(=O)c1ccccc1 (stereo not drawn),i,1%[25.5 µM]
CC(C)CNC(=O)c1c(N)n(/N=C/c2ccccn2)c2nc3ccccc3nc12,?,1%[25.5 µM]
COc1cc(/C=N/n2c(C)nnc2C)cc(OC)c1OC,i,1%[25.5 µM]
O=C(NCCN1CCCCC1)c1ccc(=O)oc1,8.5e-08M*,-2%[25.5 µM]
Cc1nnc(SCC(=O)N2CCOCC2)c2ccccc12,i,-1%[25.5 µM]
COc1ccccc1C(CC(=O)Nc1nccs1)c1ccco1 (stereo not drawn),?,-1%[25.5 µM]
COc1ccc(-n2ncc3c(N4CCC(C(N)=O)CC4)ncnc32)cc1,?,-21%[25.5 µM]
COCc1cc(=O)[nH]c(Nc2nc3ccc(C)cc3o2)n1,?,-20%[25.5 µM]
CC(=O)C(=[N+]=[N-])C(=O)NCc1ccccc1,i,0%[25.5 µM]
Cc1cc2c(c(=O)n1CC1CCCO1)C(c1ccc3c(c1)OCO3)C(C#N)=C(N)O2 (stereo not drawn),i,-1%[25.5 µM]
CC(O)CNc1nc2c(c(=O)n(C)c(=O)n2C)n1Cc1cccc(C(F)(F)F)c1 (stereo not drawn),?,2%[25.5 µM]
CN1CCN(c2ncnc3c2[nH]c2ccc(F)cc23)CC1,7e-08M*,0%[25.5 µM]
COc1ccccc1-n1c(=O)c2c3c(sc2n2c(SC(C)C)nnc12)CCC3,i,2%[25.5 µM]
CCC(NC(=O)Nc1ccc(O)cc1)(C(F)(F)F)C(F)(F)F,i,-3%[25.5 µM]
CCOC(=O)CC(=O)CSc1nnc2sc3ccccc3n12,i,-2%[25.5 µM]
COC(=O)CSc1nc(N)nc(C)c1Br,i,-1%[25.5 µM]
CC1(C)CC(=O)C(C=NCC(O)c2ccccc2)=C(O)C1 (stereo not drawn),i,-2%[25.5 µM]
CCCCCCn1cc(C(=O)O)c(=O)c2ccccc21,?,1%[25.5 µM]
CC(=O)NCCCCCCNC(C)=O,i,-2%[25.5 µM]
Nc1nc(F)nc2c1ncn2[C@@H]1O[C@H](CO)[C@@H](O)[C@@H]1O,i,1%[25.5 µM]
CCn1cc(C(=O)NCC2CCCO2)c(=O)c2cc(F)c(N3CCN(C)CC3)cc21 (stereo not drawn),?,0%[25.5 µM]
NC(=O)CSc1nnc2n(-c3ccccc3)c(=O)c3c4c(sc3n12)CCCCC4,i,-2%[25.5 µM]
Cn1c(=O)[nH]c(=O)c2c1nc(N1CCN(c3cccc(Cl)c3)CC1)n2CCCc1ccccc1,i,2%[25.5 µM]
CCOC(=O)c1ccc(CC2S/C(=C(\C#N)C(C)=O)NC2=O)cc1 (stereo not drawn),i,-7%[25.5 µM]
CC1(C)Cc2c(C#N)c(SCCOc3ccccc3)nc(N3CCOCC3)c2CO1,i,-1%[25.5 µM]
CC(=O)Nc1ccc(-c2cc3ccccc3o2)cc1,i,4µM*
N#CCCSCc1ccc(OCC(=O)O)cc1,i,-1%[25.5 µM]
C/C(=N\O)C(=O)NCCCn1ccnc1,i,1%[25.5 µM]
CC(C)Sc1nc(N2CCCC2)c2c(c1C#N)CC(C)(C)OC2,?,-1%[25.5 µM]
N#CC1=C(N)OC2=C(C(=O)CCC2)C1CCc1ccccc1 (stereo not drawn),i,0%[25.5 µM]
O=C(Oc1cccnc1)c1ccco1,?,0%[25.5 µM]
COc1ccc(C(=O)C(CN2CCCC2)c2ccccc2)cc1 (stereo not drawn),i,-2%[25.5 µM]
Cc1ccc(-c2ccccc2NC(=O)C2C3C=CC(C3)C2C(=O)O)o1 (stereo not drawn),2e-08M*,-4%[25.5 µM]
CCN(CC)CCN1C(=O)C(=O)/C(=C(/O)c2ccc(Cl)cc2)C1c1ccncc1 (stereo not drawn),i,1%[25.5 µM]
CN(C)c1nc2sc3c(c2c(=O)n1C)CC(C)(C)OC3,?,0%[25.5 µM]
COc1ccc(CCNc2oc(COc3ccccc3)nc2C#N)cc1,i,1%[25.5 µM]
Cc1ccc(N2CN=c3s/c(=C\c4cccnc4)c(=O)n3C2)cc1,?,-1%[25.5 µM]
COC(=O)c1ccc(C2C(C(=O)c3cc4ccccc4o3)=C(O)C(=O)N2CCCN(C)C)cc1 (stereo not drawn),i,0%[25.5 µM]

# A few values from the entries so far:
# CC(C)(C)c1cc(-c2ccco2)c(C#N)c(SCC#N)n1 @ A350 autofl = 2.2e-08M*
# Cn1c(O)c(C=Nc2ccc(Cc3ccncc3)cc2)c(=O)n(C)c1=O @ Luciferase inh = 0%[25.5 µM]
# CC(O)CNc1nc2c(c(=O)n(C)c(=O)n2C)n1Cc1cccc(C(F)(F)F)c1 (stereo not drawn) @ Luciferase inh = 2%[25.5 µM]
# Cc1ccc(-c2ccccc2NC(=O)C2C3C=CC(C3)C2C(=O)O)o1 (stereo not drawn) @ A350 autofl = 2e-08M*

# Further entries follow.
SMILES,A350 autofl,Luciferase inh
CC(=O)C1=C(O)C(=O)N(c2cccc(C(=O)O)c2)C1c1ccc(F)cc1 (stereo not drawn),?,2%[25.5 µM]
Cc1ccc(NC(=O)CSc2nnc(-c3ccco3)c(-c3ccco3)n2)cc1,i,-4%[25.5 µM]
CCCC(=O)N1CCc2[nH]c3ccccc3c2C1,?,1%[25.5 µM]
C=CCN(C(=O)CCC(=O)O)C1CC(=O)N(c2ccc(OCCC)cc2)C1=O (stereo not drawn),i,0%[25.5 µM]
O=C(NC1CCCCC1)N1CCSC1=Nc1ccccc1,i,-1%[25.5 µM]
CC1(C)Cc2nc(N)c(C(=O)NCCO)cc2CO1,1.6e-07M*,-1%[25.5 µM]
Nc1nnnn1/N=C/c1cccs1,i,-2%[25.5 µM]
COc1cccc(OCCN2CCN(c3ncnc4c3cnn4-c3ccccc3)CC2)c1,i,-1%[25.5 µM]
CC(=O)C1=C(O)C(=O)N(c2ccc(S(N)(=O)=O)cc2)C1c1ccccc1F (stereo not drawn),2.3e-08M*,-1%[25.5 µM]
Cc1c(=O)n(OCc2c(F)cccc2F)c2ccccc2[n+]1[O-],?,0%[25.5 µM]
Cn1c(=O)c2c(nc(NCCCO)n2Cc2cccc(C(F)(F)F)c2)n(C)c1=O,i,3%[25.5 µM]
Cc1nc(N2CCN(Cc3ccccc3)CC2)c(C#N)c2c1COC(C)(C)C2,?,2%[25.5 µM]
O=C(c1ccc(N2C(=O)C3CC=C(Cl)CC3C2=O)cc1)N1CCCCC1 (stereo not drawn),i,1%[25.5 µM]
N#Cc1ccc(-c2ccco2)nc1SCC(=O)c1ccc(Cl)cc1,i,-10%[25.5 µM]
COc1ccc(NC(=O)Nc2cccc(C(=O)N3CCOCC3)c2)cc1OC,i,-8%[25.5 µM]
COC(=O)c1[nH]c2cc(OC)ccc2c1NC(=O)CCN1CCCC(C)(C)C1,i,1%[25.5 µM]
CCOC(=O)c1[nH]c2ccc(F)cc2c1NC(=O)CCN1CCSCC1,?,2%[25.5 µM]
C[C@@H]1C[C@H](Nc2ccccc2)c2ccccc2N1C(=O)c1cccnc1,i,2%[25.5 µM]
CCC1CCCCN1c1nc(-c2ccncc2)nc2ccccc12 (stereo not drawn),i,0%[25.5 µM]
CSC(=Nc1ccccc1)C1=C(O)COC1=O,i,0%[25.5 µM]
CCc1cc2c(=O)c(-c3nc4ccccc4[nH]3)coc2cc1OC(=O)N1CCOCC1,i,1%[25.5 µM]
COc1ccc(OC)c(NC(=O)CSC2=C(C#N)C(c3ccco3)C3=C(CCCC3=O)N2)c1 (stereo not drawn),i,-2%[25.5 µM]
CCN(CC)CCCN1C(=O)C(=O)/C(=C(/O)c2ccc(OC)cc2)C1c1ccco1 (stereo not drawn),?,0%[25.5 µM]
CCC(C(=O)Nc1nccs1)(C(F)(F)F)C(F)(F)F,i,2%[25.5 µM]
CCOc1ccc(C2C(C#N)=C(N)SC(N)=C2C#N)cc1OC,?,1%[25.5 µM]
Cc1nc(Nc2ncc3c(n2)CC(C)(C)CC3=O)nc2ccccc12,i,2%[25.5 µM]
Clc1ccccc1CSc1nnc(-c2ccco2)c(-c2ccco2)n1,i,3%[25.5 µM]
CC(NC(=O)NC(N)=O)(C(F)(F)F)C(F)(F)F,i,1%[25.5 µM]
COc1cc2nc(-c3ccccc3)nc(N3CCCC3)c2cc1OC,?,0%[25.5 µM]
N#CC(C(=O)Nc1ccc(Cl)c(Cl)c1)=C1Nc2ccccc2N1,i,-3%[25.5 µM]
CCOC(=O)CCc1c(C)c(C#N)c2[nH]c3ccccc3n2c1=O,5.4e-06M*,-1%[25.5 µM]
COC(=O)c1sc2nc(N3CCCCC3)c3c(c2c1N)CC(C)(C)N(C)C3,6.6e-07M*,-1%[25.5 µM]
O=C(COc1ccc(-c2nnc(N3CCCCC3)c3ccccc23)cc1)N1CCCCC1,i,-3%[25.5 µM]
COc1ccc(CSc2nnc(C)n2N)cc1Br,i,3%[25.5 µM]
CSc1nc(N)nc(SCC(=O)CC(=O)OC(C)C)c1C#N,?,0%[25.5 µM]
CC(=O)/C=C(\C)NCCNc1c(F)c(F)c(CO)c(F)c1F,?,0%[25.5 µM]
CCCOc1cccc(C2C(C(=O)c3ccc(C)o3)=C(O)C(=O)N2CCCN(C)C)c1 (stereo not drawn),i,2%[25.5 µM]

# 2 entries drawn at random from the list so far, as already listed:
SMILES,A350 autofl,Luciferase inh
CCSc1nnc(N(CCC(=O)O)CCC(=O)O)s1,i,1%[25.5 µM]
CCOC(=O)CCc1c(C)c(C#N)c2[nH]c3ccccc3n2c1=O,5.4e-06M*,-1%[25.5 µM]
